Assay outcomes as filed in PubChem BioAssay.
RAD52 anneal inh = inhibitors of human RAD52 DNA annealing | recombinant RAD52 DNA annealing, FRET fluorescence | 360,000 compounds, 0.46% hits | AID 651710 | inhibition, % at 18.7 µM;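 active means every replicate showing at least 50% inhibition; inconclusive means mean inhibition at least 50% but not in every replicate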
E-sel inducer = induces E-selectin expression in human endothelial cells. HUVEC E-selectin immunofluorescence imaging; normalized: neutral wells 0, TNF-alpha wells 100. 260,000 compounds, 0.37% hits. activation, % at 7.58 µM;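 active means mean E-selectin-positive cell signal at least 10% of the positive control, reached in at least 60% of replicates, without over 20% cell loss; inconclusive means no rule given, readout overlaps actives, possibly toxicity-flagged; inactive means the rest, including those meeting only one limit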;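 further: in these data hits start at about 27%; measured in HUVEC primary endothelial cells; signal is the percent of cells scored E-selectin positive by PE staining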
Target sequence (P16581 whole entry, looked up): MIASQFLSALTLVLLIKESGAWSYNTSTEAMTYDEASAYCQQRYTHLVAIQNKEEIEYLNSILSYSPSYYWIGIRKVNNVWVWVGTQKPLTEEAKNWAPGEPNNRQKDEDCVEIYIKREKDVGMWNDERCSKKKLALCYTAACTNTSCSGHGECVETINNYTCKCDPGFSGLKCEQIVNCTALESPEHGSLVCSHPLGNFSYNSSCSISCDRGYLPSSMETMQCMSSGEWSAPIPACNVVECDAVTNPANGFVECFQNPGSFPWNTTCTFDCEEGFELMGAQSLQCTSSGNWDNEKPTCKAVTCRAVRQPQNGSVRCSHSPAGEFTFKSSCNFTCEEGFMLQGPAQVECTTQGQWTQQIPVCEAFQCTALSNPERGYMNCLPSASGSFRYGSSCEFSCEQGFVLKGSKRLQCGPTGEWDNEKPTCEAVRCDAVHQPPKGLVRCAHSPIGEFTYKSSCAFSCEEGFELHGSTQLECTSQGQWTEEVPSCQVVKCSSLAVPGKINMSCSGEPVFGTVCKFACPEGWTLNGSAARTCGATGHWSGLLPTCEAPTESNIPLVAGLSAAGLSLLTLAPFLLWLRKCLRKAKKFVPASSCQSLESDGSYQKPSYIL
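Read-out basis: % PE-positive cells; Test system: HUVEC primary endothelial cells; Technique: immunofluorescence imaging; Dosing: single-point compound dose.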
Xi reactivation = X-chromosome reactivation activator; XiGFP mouse fibroblasts, % GFP-positive cells imaging, 3 d; cells co-treated with 5-aza-dC sensitizer; scaled so ellipticine positive control = 100%; 360,000 compounds, 0.055% hits; activation, % at 7.58 µM;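 active means mean normalized replicate activation at least 10% and every replicate at or above 10%; inconclusive means only one of the two criteria met; inactive means mean below 10% and not all replicates reach 10%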;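 further: 0% = median of on-plate neutral control wells and 100% = ellipticine 6 µM median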
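System: 68-5-11 XiGFP fibroblast line; Timing: 3 days compound exposure; Compound dosing: one concentration, pinned; Benchmarks: positive control ellipticine, 6 µM final; Buffer or medium: DMEM containing 5-aza-dC.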
S100A4 inh HTS = blocks human S100A4 binding to myosin IIA peptide; P26447; S100A4/TAMRA-MyoIIA peptide fluorescence polarization; inhibition, % at 10.7 µM; 360,000 compounds, 0.14% hits; AID 652163;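 active means mean inhibition of at least 70% across replicates, with every replicate also reaching that level; inconclusive means mean inhibition reaches 70% but some replicates fall short; inactive means mean inhibition below 70%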
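Material: S100A4 monomer protein | Medium: HEPES pH 7.2 with CaCl2, KCl, NaCl, DTT, Triton | Reagent: Labelled myosin peptide probe, 5 nM | Doses: One dose per compound | Times: 5 min incubation before reading | Benchmarks: Neutral control DMSO, positive control TFP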
esBAF inh = inhibitors of esBAF chromatin remodeling in mouse ES cells. Bmi1-luciferase knock-in reporter, 24 h; 100% = twice the neutral-well signal. reporter increase, % at 12.5 µM. 350,000 compounds, 2% hits. AID 602393; in the data active means activation above about 40%; inconclusive means no clear call, values can overlap the other calls;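 further: 0% = median of the plate's neutral control wells and 100% = double that signal; a rise in the Bmi1 reporter signal indicates esBAF inhibition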
ERAP1 HTS inh = ERAP1 (human) enzyme inhibition; inhibition, % at 10.7 µM; Q9NZ08; 340,000 compounds, 0.15% hits; recombinant ERAP1, Leu-AMC fluorescence, 60 min;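 active means mean replicate inhibition of at least 30%, or all replicates individually reaching that 30% level; inactive means mean below 30% and not every replicate reaching it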;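 further: 0% = neutral control wells and 100% = L-leucinethiol positive control wells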
ERp5 block = inhibitors of human ERp5; AID 651711; ERp5 insulin aggregation, absorbance 650 nm, 90 min; 350,000 compounds, 0.05% hits; Q15084; inhibition, % at 9.99 µM;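 active means mean replicate inhibition above about 25%, with every replicate also reaching it, limit read from the data, passing the limit was not always enough; inconclusive means only one of those two criteria met; inactive means neither criterion met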
Target sequence (Q15084 whole entry, looked up): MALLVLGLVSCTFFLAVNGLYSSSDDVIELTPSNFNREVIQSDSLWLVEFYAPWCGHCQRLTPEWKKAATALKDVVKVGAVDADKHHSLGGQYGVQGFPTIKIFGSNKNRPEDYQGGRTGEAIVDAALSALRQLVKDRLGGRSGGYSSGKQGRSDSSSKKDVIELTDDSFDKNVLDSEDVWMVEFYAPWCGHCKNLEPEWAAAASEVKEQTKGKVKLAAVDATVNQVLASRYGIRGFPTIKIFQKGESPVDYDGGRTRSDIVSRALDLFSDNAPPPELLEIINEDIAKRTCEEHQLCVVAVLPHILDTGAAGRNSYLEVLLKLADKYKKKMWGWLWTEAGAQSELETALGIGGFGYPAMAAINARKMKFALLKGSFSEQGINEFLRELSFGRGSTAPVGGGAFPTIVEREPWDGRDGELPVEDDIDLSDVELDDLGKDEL
RAD54 branch = RAD54 (human) branch migration inhibition | inhibition, % at 10.4 µM | 360,000 compounds, 0.14% hits | RAD54 Holliday junction branch migration, FAM/BHQ fluorescence | Q92698;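 active means mean normalized replicate activity at least 40 and at least half of replicates scoring 40 or more; inconclusive means only one of the two criteria met; inactive means mean below 40 and under half of replicates reaching 40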;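 further: 0% = median of neutral control wells and 100% = median of positive control wells; inhibitors cause a drop in the FAM fluorescence signal; in these data hits start at about 50%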
Active calls of the source: *.

How did CCOc1ccc(N2C(=O)CC(Sc3nc(O)c(CC)c(=O)[nH]3)C2=O)cc1 (configuration not stated) do in these assays?
RAD52 anneal inh: -6; E-sel inducer: 0.7; Xi reactivation: inconclusive; S100A4 inh HTS: -5; ERAP1 HTS inh: -1; ERp5 block: 1; RAD54 branch: -13

Results for C[C@@H](NC(=O)C[C@@H]1C[C@H]2c3cc(NC(=O)Nc4ccccc4F)ccc3O[C@H]2[C@H](CO)O1)c1ccccc1 ?
RAD52 anneal inh: -6; E-sel inducer: 2.1; Xi reactivation: 0.0; S100A4 inh HTS: -2; esBAF inh: 6; ERAP1 HTS inh: 0; ERp5 block: -5; RAD54 branch: 3

Results for O=C(NC1CCSc2ccccc21)c1cccc(S(=O)(=O)N2CCOCC2)c1 (configuration not stated) ?
RAD52 anneal inh: 10; E-sel inducer: 0.0; Xi reactivation: 0.0; S100A4 inh HTS: -10; ERAP1 HTS inh: 1; ERp5 block: -1

How did Cn1c(CCNC(=O)c2ccco2)nc2ccccc21 do in these assays?
RAD52 anneal inh: -4; E-sel inducer: 7.6; Xi reactivation: 0.2; S100A4 inh HTS: -4; esBAF inh: -4; ERAP1 HTS inh: 3; ERp5 block: -2; RAD54 branch: -6

Results for CC1(C)CC(=O)C2=C(C1)Nc1ccccc1NC2c1cccc(F)c1 (configuration not stated) ?
RAD52 anneal inh: -9; E-sel inducer: 2.0; Xi reactivation: 0.0; S100A4 inh HTS: 5; esBAF inh: -2; ERAP1 HTS inh: 1; ERp5 block: 1; RAD54 branch: 17

Results for CO[C@H]1CN(C)C(=O)c2ccc(NC(=O)c3cnccn3)cc2OC[C@H](C)NC[C@H]1C ?
RAD52 anneal inh: -38; E-sel inducer: -0.1; Xi reactivation: 0.0; S100A4 inh HTS: 1; esBAF inh: 0; ERAP1 HTS inh: -3; ERp5 block: -2; RAD54 branch: -15

Results for COC(CNC(=O)C(=O)Nc1cc2c3c(c1)CC(=O)N3CCC2)OC ?
RAD52 anneal inh: 3; Xi reactivation: 0.1; S100A4 inh HTS: -3; esBAF inh: 3; ERAP1 HTS inh: 2; ERp5 block: -5; RAD54 branch: -7

Results for O=S(=O)(c1ccccc1)N1CC[C@H]2[C@H](CO)Nc3ccc(-c4ccccc4F)cc3[C@H]21 ?
E-sel inducer: 0.6; Xi reactivation: 0.1; esBAF inh: 3; RAD54 branch: -3

Results for COCCN(C(=O)COC(=O)CSc1ccc2ccccc2c1)c1c(N)n(Cc2ccccc2)c(=O)[nH]c1=O ?
RAD52 anneal inh: -21; E-sel inducer: 0.2; Xi reactivation: -0.1; S100A4 inh HTS: -3; ERAP1 HTS inh: -5; ERp5 block: -1

What do the screens show for `C/C=C/c1ccc2c(c1)O[C@H](CN(C)C(=O)NC1CCCC1)[C@@H](C)CN([C@@H](C)CO)S2(=O)=O`?
RAD52 anneal inh: 1; E-sel inducer: 0.2; Xi reactivation: 0.2; S100A4 inh HTS: 0; esBAF inh: 5; ERAP1 HTS inh: 0; ERp5 block: 1; RAD54 branch: -8

How did Cc1cc(C)c(NC(=S)N(CCN(C)C)C(C)c2cccnc2)c(C)c1 (configuration not stated) do in these assays?
RAD52 anneal inh: -21; E-sel inducer: 1.2; Xi reactivation: 0.1; S100A4 inh HTS: -7; esBAF inh: -5; ERAP1 HTS inh: -3; ERp5 block: -6

How did COc1ccc(S(=O)(=O)Nc2cccc3c2O[C@H](CN(C)CC2CC2)[C@@H](C)CN([C@@H](C)CO)C3=O)cc1 do in these assays?
RAD52 anneal inh: 8; E-sel inducer: 0.3; Xi reactivation: 0.4; S100A4 inh HTS: -22; esBAF inh: -2; ERAP1 HTS inh: 0; ERp5 block: 1; RAD54 branch: -4

How did COc1ccccc1NS(=O)(=O)c1cc(N)ccc1N1CCCCC1 do in these assays?
RAD52 anneal inh: -23; E-sel inducer: -0.3; Xi reactivation: 0.1; S100A4 inh HTS: -3; ERAP1 HTS inh: 0; ERp5 block: 1

What do the screens show for `O=C(NCc1nnnn1-c1ccc(F)cc1)c1ccc2ccccc2c1`?
RAD52 anneal inh: 8; Xi reactivation: 0.1; S100A4 inh HTS: -3; esBAF inh: -12; ERAP1 HTS inh: -4; ERp5 block: 1; RAD54 branch: -1

What do the screens show for `Cc1noc(C)c1S(=O)(=O)N(C)C[C@H]1Oc2ccc(NC(=O)Nc3ccc(F)cc3)cc2CC(=O)N([C@H](C)CO)C[C@H]1C`?
RAD52 anneal inh: -9; E-sel inducer: 4.7; Xi reactivation: -0.1; S100A4 inh HTS: 4; esBAF inh: 0; ERAP1 HTS inh: 3; ERp5 block: 2; RAD54 branch: 4

How did O=C(NNC1CC(=O)N(c2ccccc2)C1=O)c1ccco1 (configuration not stated) do in these assays?
RAD52 anneal inh: -16; Xi reactivation: 0.0; S100A4 inh HTS: 0; ERAP1 HTS inh: 2; ERp5 block: 8

How did CCOC(=O)c1cccc(NC(=O)CCCn2c(=O)c3cccn3c3cccnc32)c1 do in these assays?
RAD52 anneal inh: -12; Xi reactivation: 0.0; S100A4 inh HTS: 2; esBAF inh: -4; ERAP1 HTS inh: 0; ERp5 block: 3; RAD54 branch: 5

How did O=C(CCCCn1cnc2c(=S)nc[nH]c21)Nc1ccc(C(=O)O)cc1 do in these assays?
RAD52 anneal inh: -14; E-sel inducer: -0.1; Xi reactivation: 0.1; S100A4 inh HTS: 5; esBAF inh: 3; ERAP1 HTS inh: 0; ERp5 block: -1; RAD54 branch: -6

What do the screens show for `COc1cc(NC(=O)c2cnc(NCc3ccccc3)nc2C)cc(OC)c1OC`?
RAD52 anneal inh: 0; E-sel inducer: 0.1; Xi reactivation: -0.1; S100A4 inh HTS: 2; esBAF inh: 1; ERAP1 HTS inh: -1; ERp5 block: -1; RAD54 branch: -16

What do the screens show for `CN(Cc1ccccc1)C(=C(Cl)Cl)/C(=C1/NCCN1C)[N+](=O)[O-]`?
RAD52 anneal inh: -12; Xi reactivation: 0.0; S100A4 inh HTS: 3; ERAP1 HTS inh: 0; ERp5 block: -4

How did CC(C)(C)c1ccc(CNC(=O)C2CCCN2C(=O)Nc2ccccc2)cc1 (configuration not stated) do in these assays?
RAD52 anneal inh: -9; Xi reactivation: 0.0; S100A4 inh HTS: -8; esBAF inh: 1; ERAP1 HTS inh: 1; ERp5 block: 2; RAD54 branch: 10

What do the screens show for `Cc1ccc(NC(=O)C(c2ccccc2)c2ccccc2)nc1`?
RAD52 anneal inh: -21; E-sel inducer: -0.2; Xi reactivation: 0.0; S100A4 inh HTS: -1; esBAF inh: -4; ERAP1 HTS inh: -1; ERp5 block: 13; RAD54 branch: 1

How did CCC(C(=O)OCC(=O)Nc1c(Cl)cccc1Cl)c1ccccc1 (configuration not stated) do in these assays?
RAD52 anneal inh: 3; E-sel inducer: 18; Xi reactivation: 0.0; S100A4 inh HTS: 0; ERAP1 HTS inh: -2; ERp5 block: -4

Results for C[C@@H]1CN([C@@H](C)CO)C(=O)Cc2cc(NC(=O)C3CC3)ccc2O[C@H]1CN(C)C(=O)Nc1ccccc1 ?
RAD52 anneal inh: -8; E-sel inducer: -12; Xi reactivation: 0.0; S100A4 inh HTS: 7; esBAF inh: -2; ERAP1 HTS inh: 2; ERp5 block: 3; RAD54 branch: -3

What do the screens show for `CCCCn1c(N)c(N(CC)C(=O)c2ccncc2)c(=O)[nH]c1=O`?
RAD52 anneal inh: -19; E-sel inducer: -2.4; Xi reactivation: 0.2; S100A4 inh HTS: -3; esBAF inh: -4; ERAP1 HTS inh: 3; RAD54 branch: 0

What do the screens show for `Cc1cccc(C)c1NC(=O)CN(C)C(=O)C1=COCCO1`?
RAD52 anneal inh: 0; E-sel inducer: 5.9; Xi reactivation: 0.0; S100A4 inh HTS: 0; esBAF inh: -3; ERAP1 HTS inh: -3; ERp5 block: 4; RAD54 branch: 1

How did CC(=O)Nc1ccc(Nc2ccccc2)cc1 do in these assays?
RAD52 anneal inh: 5; E-sel inducer: -0.3; Xi reactivation: 3.1; S100A4 inh HTS: 0; esBAF inh: 6; ERAP1 HTS inh: 5; ERp5 block: -2; RAD54 branch: -7

How did O=C(c1ccc(Br)cc1)N(c1ccccn1)C1CCCCC1 do in these assays?
RAD52 anneal inh: -3; E-sel inducer: 4.9; Xi reactivation: -0.1; S100A4 inh HTS: 0; ERAP1 HTS inh: -3; ERp5 block: 0

How did NC(=O)Cc1nc2scc(-c3ccccc3)c2c(=O)[nH]1 do in these assays?
RAD52 anneal inh: -13; Xi reactivation: 0.2; S100A4 inh HTS: 38; ERAP1 HTS inh: -1; ERp5 block: 3; RAD54 branch: -1

What do the screens show for `CC(=O)OC1COC(n2c(O)c(N=NC(N)=S)c3ccccc32)C(OC(C)=O)C1OC(C)=O` (configuration not stated)?
RAD52 anneal inh: 0; Xi reactivation: 0.0; S100A4 inh HTS: -1; esBAF inh: -4; ERAP1 HTS inh: 0; ERp5 block: -12; RAD54 branch: -8

Fetched by structure from the list above (2):
Results for CC1(C)CC(=O)C2=C(C1)Nc1ccccc1NC2c1cccc(F)c1 (configuration not stated) ?
RAD52 anneal inh: -9; E-sel inducer: 2.0; Xi reactivation: 0.0; S100A4 inh HTS: 5; esBAF inh: -2; ERAP1 HTS inh: 1; ERp5 block: 1; RAD54 branch: 17

Results for CO[C@H]1CN(C)C(=O)c2ccc(NC(=O)c3cnccn3)cc2OC[C@H](C)NC[C@H]1C ?
RAD52 anneal inh: -38; E-sel inducer: -0.1; Xi reactivation: 0.0; S100A4 inh HTS: 1; esBAF inh: 0; ERAP1 HTS inh: -3; ERp5 block: -2; RAD54 branch: -15

(continued)
What do the screens show for `CC(=O)Nc1ccc(S(=O)(=O)N2CCCC2C(=O)Nc2ccc(F)cc2)cc1` (configuration not stated)?
RAD52 anneal inh: -15; E-sel inducer: 0.7; Xi reactivation: 0.0; S100A4 inh HTS: -2; esBAF inh: -2; ERAP1 HTS inh: -1; ERp5 block: -3; RAD54 branch: 6

Results for CCCn1c(SCC(=O)Nc2nnc(CC)s2)nnc1-c1ccncc1 ?
RAD52 anneal inh: -3; Xi reactivation: 0.0; S100A4 inh HTS: 1; esBAF inh: -6; ERAP1 HTS inh: -1; ERp5 block: 4

What do the screens show for `C[C@@H]1CCCCO[C@@H](CN(C)Cc2ccccc2)[C@@H](C)CN([C@H](C)CO)C(=O)c2cc(NC(=O)Nc3ccc4c(c3)OCO4)ccc2O1`?
RAD52 anneal inh: 3; E-sel inducer: 0.1; Xi reactivation: 0.2; S100A4 inh HTS: 3; esBAF inh: -2; ERAP1 HTS inh: -2; ERp5 block: -5; RAD54 branch: -4

What do the screens show for `N#C[C@@H]1[C@@H](c2ccccc2)[C@@H](CO)N1C(=O)Cc1ccccc1`?
RAD52 anneal inh: 9; E-sel inducer: -0.1; Xi reactivation: 0.2; S100A4 inh HTS: -5; esBAF inh: -7; ERAP1 HTS inh: 2; ERp5 block: 0; RAD54 branch: 2

Results for CCOC(=O)Cn1ccc(NC(=O)COc2ccc(F)cc2)n1 ?
RAD52 anneal inh: 0; Xi reactivation: 0.1; S100A4 inh HTS: -3; esBAF inh: -8; ERAP1 HTS inh: -7; ERp5 block: 0; RAD54 branch: 11

What do the screens show for `O=C1c2cccc3cccc(c23)C(=O)N1Cc1ccccn1`?
RAD52 anneal inh: -13; E-sel inducer: 0.0; Xi reactivation: 0.0; S100A4 inh HTS: 2; esBAF inh: -6; ERAP1 HTS inh: 0; ERp5 block: -1; RAD54 branch: 8
